TCR act: activators of T cell receptors. primary human leukocytes, anti-CD3, IL-2 HTRF, 48 h. Potency, µM (highest dose often 9.22 µM), inactives show top-dose activation of IL-2 secretion, most hits filed as activators. 330,000 tested, under 10 active; further: % of control where 0% means no effect
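1) Mix primary human leukocytes, a-CD3 beads and compound. 2) Incubate 48 hr. 3) Add HTRF IL-2 reagents (a-IL-2-K, a-IL-2-d2).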
KCNH2 WT inh: inhibitors of human wildtype KCNH2 potassium channel; 340,000 tested, 0.37% active; U2OS, BacMam KCNH2, thallium flux FluxOr; stronger effect = lower value; activity change, % at 1.84 µM; Q12809; AID 720551;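 active means maximum activity change below -70%; inconclusive means maximum activity change between -70% and -50%; inactive means maximum activity change above -50%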; further: on the % scale 0 is the no-effect control and ±100 the full control effect
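U2OS cells were transduced with wild-type KCNH2 virus (2.03 x 10^8 / mL) for 4 h at room temperature, then cultured overnight at 37 C. Thallium flux was read with FluxOr dye. Rate constants were normalized to DMSO controls.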
Tb PFK inh: inhibitors of T. brucei phosphofructokinase; 330,000 tested, 0.17% active; O15648; T. brucei PFK, ADP-Glo luminescence; Potency, µM (titrated, usually from 57.5 µM), for the others: at the highest dose activity, negative = inhibition, most hits filed as inhibitors;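 further: potency means the concentration at half of the fitted maximal effect; 0% = uninhibited 1x PFK enzyme wells and -100% = no-enzyme wells; nearly all actives have a fitted effect of over 60% in size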
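1.25 nM PFK with 0.5 mM F6P and 0.1 mM ATP in 0.1 M TEA pH 8.0, 5 mM MgCl2, incubated 45 min at room temperature; ADP measured by ADP-Glo luminescence; compounds titrated up to 57 uM.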
MLL CXXC-DNA inh: blocks binding of human MLL CXXC domain to DNA. Q03164. MLL-CXXC / FITC-HOXA9 DNA fluorescence polarization. Potency, µM (titrated, usually from 115 µM), for the others: at the highest dose activity change, negative = inhibition, usual class: inhibitors. 290,000 tested, 0.037% active. AID 2662; active means well fitted inhibition curve with a large enough effect in the polarisation, with a control signal flat, not every such curve was filed as active; inconclusive means small, poorly fitted or top-dose-only effect, or effect the other way, or a change in a side signal; inactive means no such curve, though single readings can be large or run the other way; the % refers to the polarisation; further: potency means the concentration at half of the fitted maximal effect
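Fluorescence polarization: 7 uM MLL-CXXC (stock) preincubated 5 min with compounds, then 50 nM fluorescein-HOX-A9 DNA (stock) added; 30 min ambient. Buffer 50 mM Tris-HCl pH 7.5, 50 mM NaCl, 1 mM DTT, 0.05% BSA.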
TSHR antag: blocks TSH signaling through the human TSH receptor; P16473; TSHR-expressing cells, TSH-stimulated cAMP HTRF, 2 h; stronger effect = lower value; activity change, negative = inhibition, % at 11.5 µM; 330,000 tested, 0.2% active; AID 504810;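 active means activity change below a set negative limit, meaning inhibition stronger than a set level, cut at about -70% in these data; inconclusive means activity change between two set negative limits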; further: on the % scale 0 is the no-effect control and ±100 the full control effect
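Freshly harvested TSHR cells receive pin-tooled compound, then EC80 TSH at 4nM final. After 2 hours at 37 deg C, antibody in lysis buffer and cAMP-d2 are added; 30 minutes at ambient temperature precede the HTRF read.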
Chronic BCR inh: inhibitors of chronic active B-cell receptor signaling; ABC-DLBCL IkBa-CBG/CBR reporter, luminescence ratio, 4 h; Potency, µM (titrated, usually from 46.1 µM), inactives show at the highest dose ratio change, negative = lower green/red ratio, hits mostly inhibitors; 340,000 tested, 0.05% active; active means well fitted inhibition curve with a large enough effect in the signal ratio, with a control signal flat, not every such curve was filed as active; inconclusive means small, poorly fitted or top-dose-only effect, or effect the other way, or a change in a side signal; the % refers to the signal ratio;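 further: potency means the concentration at half of the fitted maximal effect; plate controls were basal doxycycline-induced cells for no effect and cells given 10 µM MG132 for full effect; MG132 reads +100%, hits lower the ratio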
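Compounds up to 46 uM were incubated four hours with TMD8 cells whose green CBG68 luciferase is fused to IkappaBalpha; red CBR luminescence normalised the signal, and concentration-effect curves were fitted to fusion, red and ratio data.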
GALK inhibitor: blocks human galactokinase activity; P51570; 270,000 tested, 0.007% active; Potency, µM (doses to about 57.5 µM), for the others: top-dose activity change, negative = inhibition, actives largely listed as inhibitors; Purified GALK, Kinase-Glo residual ATP luminescence; further: potency means the concentration at half of the fitted maximal effect; on the % scale 0 is the no-effect control and ±100 the full control effect
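The enzyme phosphorylates galactose (100 uM) using ATP (35 uM); inhibition is detected as higher residual ATP, quantified by bioluminescence after 1 h reaction at room temperature, pH 8.0.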
Coupling enz: coupling enzyme interference in Giardia aldolase counter-screen. coupling enzyme system counterscreen, AmpLite Red fluorescence. activity change, negative = inhibition, % at 58.2 µM, hits read low. 290,000 tested, 0.67% active. AID 2472; in the data active means activity change below about -30%; further: on the % scale 0 is the no-effect control and ±100 the full control effect
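First, compound is pin-transferred into glyceraldehyde-3-phosphate coupling-enzyme reagent at 57.5 uM final and held 10 min at RT. Next, substrate, coupling system and AmpLite Red are added. After 20 min RT, fluorescence (525/598 nm) is read.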
Giardia kill: kills Giardia lamblia | Giardia lamblia trophozoite viability | activity change, % at 7.66 µM, hits read low | 340,000 tested, 0.15% active; in the data active means activity change below about -80%; inconclusive means between about -30% and that limit;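 further: parasites exposed to compound for two days anaerobically before the ATP read; on the % scale 0 is the no-effect control and ±100 the full control effect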
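Compounds were tested on trophozoites seeded at 100 cells/well and held 48 hrs at 37 deg C anaerobically. An ATP-based luminescent kit measured the remaining live cells.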
A-T KAP1 phos: potential ataxia-telangiectasia treatment | […] A-T fibroblasts, KAP-1 phosphorylation AlphaLISA; neocarzinostatin DNA damage 30 min before lysis | Potency, µM (doses to about 57.5 µM), for the others: top-dose activation, most hits filed as activators | 320,000 tested, 0.19% active; further: potency means the concentration at half of the fitted maximal effect; % of control where 0% means no effect; nearly all actives have a fitted effect of over 45% in size
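ATM-like activity read as KAP-1 phosphorylation via AlphaLISA donor/acceptor antibody pairs after lysis and 6 hr at 25C. Cells were ATM-null patient fibroblasts ([…], hTERT), dosed 60 min, then exposed to the DSB inducer NCS for 30 min.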
* hit, by the source's call; i = inactive; ? = inconclusive; . = not tested or not shown; & = joins results of further samples; [ ] = dose if it differs, or a comment. Unless noted, the call rests on the fitted dose curve; in most records, active means well fitted curve in the direction sought with a large enough effect; inconclusive means small, poorly fitted or top-dose-only effect, or another doubt; inactive means no such curve, though single readings can be large; an effect the other way counts as inactive or inconclusive.

A first look (2 entries):
SMILES	TCR act	KCNH2 WT inh	Tb PFK inh	MLL CXXC-DNA inh	TSHR antag	Chronic BCR inh	GALK inhibitor	Coupling enz	Giardia kill	A-T KAP1 phos
CCC(CC)c1nnc(NC(=O)c2ccc([N+](=O)[O-])cc2)s1	0%[46.1 µM]	-8	-4%	16%	-8	?	0%	0	3	-5%
O=C(NNC(=S)Nc1cccc(C(F)(F)F)c1)c1cccc(Cl)c1	-8%[46.1 µM]	-6	0%	4%	-30	?	0%	4	13	-7%

Main list, from the start:
SMILES	TCR act	KCNH2 WT inh	Tb PFK inh	MLL CXXC-DNA inh	TSHR antag	Chronic BCR inh	GALK inhibitor	Coupling enz	Giardia kill	A-T KAP1 phos
CCC(CC)c1nnc(NC(=O)c2ccc([N+](=O)[O-])cc2)s1	0%[46.1 µM]	-8	-4%	16%	-8	?	0%	0	3	-5%
O=C(NNC(=S)Nc1cccc(C(F)(F)F)c1)c1cccc(Cl)c1	-8%[46.1 µM]	-6	0%	4%	-30	?	0%	4	13	-7%
Cc1nc(SCC(=O)N2CCc3ccccc32)n[nH]1	1%	8	-3%	1%	1	-2%	3%	1	20	1%
COc1ccc(N2CCN(C(=O)COC(=O)CNC(=O)c3ccccc3)CC2)cc1	-7%	-12	-2%	1%	11	5%	-3%	.	8	-30%
O=C(O)C1CCCN(S(=O)(=O)c2ccccc2[N+](=O)[O-])C1 (stereo not given)	7%	-17	2%	2%	-5	-1%	1%	-2	-9	-2%
CC(=O)c1cccc(NC(=O)Nc2cccnc2)c1	7%[46.1 µM]	-7	-2%	-5%	12	14%	1%	0	1	-1%
O=C(NCCc1ccccc1)c1cnc2ccccn2c1=O	-8%	-4	8%	1%	26	?	0%	4	7	-8%
COC(=O)c1ccc(NC(=O)CSc2nnc(C)n2-c2ccccc2)cc1	5%	6	.	2%	.	.	0%	5	7	.
O=S(=O)(c1ccccc1)c1ncc(C(F)(F)F)cc1O	.	-5	2%	-3%	17	-3%	-7%	2	3	-8%
CN(CC(=O)Nc1ccc2c(c1)OCCO2)S(=O)(=O)c1ccc(Br)s1	-3%	4	3%	15%	-9	?	0%	0	-5	4%
CCOC(=O)N1CCc2c(sc(N)c2C#N)C1	4%	-18	1%	5%	9	5%	2%	-6	10	-6%
COc1ccc(N=C2SC(CC(=O)Nc3ccc(F)cc3)C(=O)N2Cc2ccco2)cc1 (stereo not given)	6%[46.1 µM]	5	0%	-1%	-19	?	-5%	-5	15	3%
Cc1ccc(C(C(=O)NC2CCCC2)N(Cc2cccnc2)C(=O)c2snc(C(N)=O)c2N)o1 (stereo not given)	0%	5	0%	-5%	22	4%	2%	-1	-19	14%
O=C(CCCNC(=O)c1ccc(Cl)cc1)Nc1cccc(S(=O)(=O)N2CCCCC2)c1	.	-18	-2%	.	-2	-4%	.	.	-18	-1%
O=C(NNC1=C(C(=O)C(F)(F)F)CCC1)c1ccc(Cl)cc1	-15%	4	-8%	-1%	-10	?	-1%	-5	-10	-3%
O=C1c2cccc3c(N4CCCCC4)ccc(c23)C(=O)N1c1cccc(O)c1	-8%	-11	1%	?	-5	-13%	-2%	3	-1	10%
CC(=O)OCCCN1c2ccccc2Nc2nnc(-c3ccccc3)cc21	-12%	2	4%	7%	-6	?	-4%	-5	-13	9%
COC(=O)CCC(=O)Nc1cccc(C(=O)Nc2cccc(Cl)c2)c1	0%	7	5%	-7%	-3	2%	-1%	3	2	2%[11.5 µM]
Cc1ccc(-n2c(=O)c3sccc3n(Cc3cc(=O)n4cc(Cl)ccc4n3)c2=O)cc1F	0%[46.1 µM]	-1	1%	-15%	18	4%	1%	1	-8	1%
CCCCC1(C)Nc2ccccc2-c2nc3ccccc3n21 (stereo not given)	-2%	34	7%	-6%	10	-1%	-2%	-2	-12	22%
O=C(CN1CCCC1)NCC12CC3CC(CC(C3)C1)C2	3%	-11	1%	-7%	14	0%	3%	4	-11	.
Cc1cccc(NC(=S)NCc2ccncc2)c1C	-6%[46.1 µM]	-9	-7%	11%	-3	1%	1%	5	-1	4%
CCC(C)(C)n1nnnc1C(C(C)C)N1CCC(C(N)=O)CC1 (stereo not given)	-1%	7	-6%	3%	-1	-3%	8%	1	-9	9%
CCOC(=O)N1CCN(C2CCCN(C(=O)c3cccc(N(C)C)c3)C2)CC1 (stereo not given)	8%	-12	-6%	8%	-11	-1%	1%	2	12	0%
CCOc1ccc(C(=O)Nc2ccccc2C(=O)O)cc1	0%	-2	26%	4%	-7	?	-2%	-16	?	-1%

Entries of single compounds, quoted from the list.
O=C(NNC(=S)Nc1cccc(C(F)(F)F)c1)c1cccc(Cl)c1 is listed with TCR act: -8%[46.1 µM]; KCNH2 WT inh: -6; Tb PFK inh: 0%; MLL CXXC-DNA inh: 4%; TSHR antag: -30; Chronic BCR inh: ?; GALK inhibitor: 0%; Coupling enz: 4; Giardia kill: 13; A-T KAP1 phos: -7%
CCOC(=O)N1CCN(C2CCCN(C(=O)c3cccc(N(C)C)c3)C2)CC1 (stereo not given) is listed with TCR act: 8%; KCNH2 WT inh: -12; Tb PFK inh: -6%; MLL CXXC-DNA inh: 8%; TSHR antag: -11; Chronic BCR inh: -1%; GALK inhibitor: 1%; Coupling enz: 2; Giardia kill: 12; A-T KAP1 phos: 0%
CCOC(=O)N1CCc2c(sc(N)c2C#N)C1 is listed with TCR act: 4%; KCNH2 WT inh: -18; Tb PFK inh: 1%; MLL CXXC-DNA inh: 5%; TSHR antag: 9; Chronic BCR inh: 5%; GALK inhibitor: 2%; Coupling enz: -6; Giardia kill: 10; A-T KAP1 phos: -6%

(listing goes on)
SMILES	TCR act	KCNH2 WT inh	Tb PFK inh	MLL CXXC-DNA inh	TSHR antag	Chronic BCR inh	GALK inhibitor	Coupling enz	Giardia kill	A-T KAP1 phos
CC[C@@]1(C(=O)OC)N[C@H](CN(C)C(=O)c2ccccc2)[C@@H]2C(=O)N(Cc3ccccc3)C(=O)[C@@H]21	3%	-4	5%	.	-3	1%	.	.	2	5%
COc1cc(CC(=O)N(C)CC(=O)Nc2cc(C)ccc2C)cc(OC)c1OC	2%	2	16%	44%[activator]	-4	8%	2%	-2	-26	-6%
COc1cccc(OC)c1CC1SC(=O)NC1=O (stereo not given)	0%	-10	-4%	6%	-7	3%	-1%	1	16	2%
C=CCN(CC=C)CCOc1ccc(C)cc1[N+](=O)[O-]	-112%	6	-16%	-8%	3	5%	2%	-2	8	4%
CN(C)C(=O)NC(NC(=S)Nc1ccccc1)C(Cl)(Cl)Cl (stereo not given)	2%	40	-2%	-1%	5	-5%	3%	2	12	0%
C=CCn1c(SCC(=O)NC(=O)Cc2ccccc2)nnc1-c1ccccc1F	-4%	4	1%	.	-15	2%	.	.	-6	19%
Cn1c2c(c(=O)n(C)c1=O)C(C(F)(F)F)(C(F)(F)F)N=C(CCC1CCCCC1)N2	2%[46.1 µM]	1	5%	4%	-4	-4%	1%	0	-20	0%
CCn1c(SCC(=O)NC(=O)NCc2ccco2)nnc1-c1cccs1	2%	5	-26%	3%	14	5%	-3%	3	5	-6%
CCN(CC)c1ccc(NC(=O)c2cccnc2)c(C)c1	-4%	1	5%	-4%	-6	-24%	.	1	17	-2%
c1cncc(-c2ccc3ncnc(NCc4ccc5c(c4)OCO5)c3c2)c1	-2%	.	4%&0%	.	-3&-18	?	.	.	-10	-9%&-1%
COc1ccc(OCC#CCN2CC(C)OC(C)C2)cc1 (stereo not given)	-1%	i	-3%	20%	24	?	1%	-1	42[activator]	0%
O=C(Cc1ccc(F)cc1)Nc1cccc(S(=O)(=O)N2CCCC2)c1	1%	2	1%	.	-5	?	.	.	20	7%
CCOc1ccc(CCNC(=O)c2ccc(CNS(=O)(=O)c3ccccc3)cc2)cc1OCC	-5%[46.1 µM]	3	-1%	10%	-11	-1%	1%	7	0	1%
O=C(CSc1ccc(-c2ccc(F)cc2)nn1)N1CCCCC1	.	.	-6%	-3%	-6	7%	9%	1	-6	2%
CCCCN(C(=S)Nc1cccc(SC)c1)C1CCN(C(C)=O)CC1	0%	-11	-1%	-2%	3	?	0%	1	-17	0%
O=C(CN1CCOc2ccccc21)N1CCCC1	1%	3	-2%	?	5	4%	.	-1	17	12%
O=C(c1c(F)cccc1F)N1CCN(c2ccccc2F)CC1	-5%	2	0%	-4%	-15	5%	5%	8	6	10%
O=C(CN1C(=O)C2CC=C(Cl)CC2C1=O)N1CCOCC1 (stereo not given)	0%[46.1 µM]	-7	-1%	-1%	15	-8%	-1%	-36*	-2	1%

2 compounds from above, showing only GALK inhibitor and TSHR antag.
molecule	GALK inhibitor	TSHR antag
COc1ccc(OCC#CCN2CC(C)OC(C)C2)cc1 (stereo not given)	1%	24
CN(C)C(=O)NC(NC(=S)Nc1ccccc1)C(Cl)(Cl)Cl (stereo not given)	3%	5

Bioassay records from PubChem.
